Screening results deposited in PubChem BioAssay by MTDP.
RNase H inhibition: RNase H inhibition, HIV 1 Gag Pol polyprotein, FRET biochemical assay, screening (AID 372). HIV-1 RT RNase H, FRET RNA/DNA substrate fluorescence; higher % means a stronger effect. inhibition, % at 10 µM; hits with a dose series show IC50 in µM. 100,000 compounds, 0.77% hits; in the data active = inhibition above about 50%
* hit, by the source's call.

Molecule,RNase H inhibition
CCCCOc1ccccc1C1Nc2ccccc2NC2=C1C(=O)CC(c1ccccc1)C2 (centres undefined),14%
CCOc1ccc(OCCCOc2ccc(C)cc2[N+](=O)[O-])cc1,0%
COc1ccc(C(=O)Nc2sc3c(c2C#N)CC(C)(C)SC3)cc1[N+](=O)[O-],23%
Cc1onc(-c2ccccc2Cl)c1C(=O)N1CCN(c2ccc(Cl)cc2[N+](=O)[O-])CC1,55%*
O=C1C2C3C=CC(C3)C2C(=O)N1c1ncccn1 (centres undefined),13%
CCOC(=O)C1=C(C)N(CCOC)C(=O)/C1=C\c1cc(OC)c(OC)c(OC)c1,14%
Cc1cc(N(C)/N=C/c2cccnc2)nc(-c2ccccc2O)n1,16%
OC1CCCN(Cc2ccccc2C(F)(F)F)C1 (centres undefined),0%
CC1=C(C(=O)OCCOc2ccccc2)C(c2cccs2)C2=C(CCCC2=O)N1 (centres undefined),46%
O=S(=O)(c1ccccc1)N1CCN(CCCc2ccccc2)CC1,2%
COc1ccc(C(=O)NC2CCSC2=O)cc1[N+](=O)[O-] (centres undefined),0%
O=[N+]([O-])c1ccc(N2CCN(c3ccc(C(F)(F)F)cc3[N+](=O)[O-])CC2)cc1NCc1ccccc1,8%
Cc1ccc(OCC(=O)NCc2ccc(F)cc2)c(Br)c1,14%
Cc1nn2c3ccccc3n(C)c2c1C(=O)/C=C/c1ccccc1F,0%
CSC(=N)/C(C#N)=N/Nc1ccccc1,5%
Cc1ccc(OCC(=O)Nc2sc3c(c2C(N)=O)CCC(C)C3)c(C)c1 (centres undefined),49%
C/C(=N\Nc1ccc(S(=O)(=O)O)cc1)c1ccc(NC(=O)c2ccc(C)cc2)cc1,0%
COC(=O)c1c(NC(=O)c2cc(-c3ccc(C)s3)nc3ccccc23)sc2c1CCC2,1%
CCO/N=C/C1=C(C(=O)OC)C(C)(C)CC1=O,0%
CCOC(=O)CC1CSc2nc3sc(C)c(C)c3c(=O)n21 (centres undefined),7%

Molecule,RNase H inhibition
O=C(Nc1ccccc1C(=O)O)c1ccc2c(c1)C(=O)N(CC1CCCO1)C2=O (centres undefined),9%
C/C(NCc1ccccc1)=C(C(=O)c1ccccc1)/C(=N\B(c1ccccc1)c1ccccc1)C(F)(F)F,13%
CC1=C(C)/C(=N\S(=O)(=O)c2ccc(C)cc2)C=C(N2CCOCC2)C1=O,19%
C=CCN1C(=O)/C(=C/c2cc(C)n(-c3ccc(C(=O)OC)cc3)c2C)SC1=S,19%
COc1ccc(C(=O)Oc2ccc3c4c(c(=O)oc3c2)CCC4)cc1,19%
CC(N=Cc1cccc(O)c1O)c1ccccc1 (centres undefined),17%
CCOC(=O)C1=C(C)N=c2s/c(=C\c3c[nH]c4ccccc34)c(=O)n2C1c1cccs1 (centres undefined),0%
CS(=O)(=O)N(CC(=O)NCCSc1ccc(Cl)cc1)c1cccc(Cl)c1,4%
CCOC(=O)c1cnc(SCCCc2ccccc2)nc1N,21%
CC1CCc2c(sc(NC(=O)Cc3ccccc3)c2C(N)=O)C1 (centres undefined),7%
CCOC(=O)COc1ccc(-c2nc3sc(C)c(C)c3c(=O)[nH]2)cc1OCC,7%
COc1cc([N+](=O)[O-])cc2c1OC1(C=C2)N(C)c2ccccc2C1(C)C (centres undefined),20%
COC(=O)c1c(NC(=O)/C=C/C(=O)O)sc(C)c1-c1ccc(C)cc1,0%
OC1CCCN(Cc2cccc3ccccc23)C1 (centres undefined),0%
COC(=O)C1=C(C)N(C)C(C)=C(C(=O)OC)C1c1cc(OC)c(OC)c(OC)c1,3%
CCCCNC(=O)/C=C/c1ccc([N+](=O)[O-])cc1,0%
COc1ccc(CSCC(=O)N/N=C/c2ccccc2O)cc1,14%
COC(=O)/C(=C/C(=O)c1ccc(Cl)cc1)Nc1ccc(OC)cc1,8%
COc1ccc(N2C(=O)CC(N3CCN(C(c4ccc(F)cc4)c4ccc(F)cc4)CC3)C2=O)cc1 (centres undefined),9%
O=S(=O)(CCc1nnc(-c2ccccc2)o1)c1ccc(Cl)cc1,6%

Molecule,RNase H inhibition
CCCCOc1ccc(NC2=NC3(CCCC3)N=C(N)N2)cc1,15%
COc1ccc(N(CC(=O)Nc2cccc(Br)c2)S(C)(=O)=O)cc1,0%
NC(=O)c1cc(NC(=O)C(F)(F)F)cc(C(N)=O)c1,5%
O=C1c2ccccc2C(=O)N1/N=C/c1ccc(OCc2ccc(F)cc2)cc1,9%
Cc1ccccc1OCC(=O)N/N=C/c1cccc(OC(=O)c2cccs2)c1,7%
Cc1n[nH]c(C)c1CCCCCCOc1ccc(C(C)(C)C)cc1,13%
C/C(=N/NC(=O)c1ccccc1)c1ccccc1Cl,29%
COc1ccc(CCNC(=O)CN(c2ccc(F)cc2)S(=O)(=O)c2ccccc2)cc1OC,5%
O=C1OCCN1C(O)c1ccccc1Cl (centres undefined),12%
Cc1ccc2nc(NC(=O)c3cccc(Cl)c3)sc2c1,11%
CCN(CC)c1ccc(N=Cc2cc(OC)c(OC)c(OC)c2)cc1,7%
Cc1cc2nc(-c3ccc(Cl)c(NC(=O)c4cc([N+](=O)[O-])ccc4Cl)c3)oc2cc1C,8%
CCN(CC)C(=O)C[n+]1csc2ccccc21,0%
CCC(C(=O)NCCc1ccccc1)c1ccccc1 (centres undefined),10%
O=C(Cc1n[nH]c(=O)[nH]c1=O)N/N=C/c1ccc([N+](=O)[O-])cc1,10%
O=C1NC(=O)N(c2ccc(Cl)cc2)C(=O)/C1=C/c1ccc(N2CCOCC2)cc1,11%
N#CSCCCCCCOc1cccc(Cl)c1,0%
CCOn1c(=O)c(=O)n(OCC)c2ccccc21,4%
COc1ccc(C2=C/C(=C\c3cccc([N+](=O)[O-])c3)C(=O)O2)cc1,30%
Cc1ccc(Nc2nc(N/N=C/c3cccc4ccccc34)nc(N3CCC(Cc4ccccc4)CC3)n2)cc1,43%

Molecule,RNase H inhibition
CCOC(=O)C1=C(C)N=c2s/c(=C\c3cccc(OCc4ccc(Cl)cc4Cl)c3)c(=O)n2C1c1ccc(N(C)C)cc1 (centres undefined),9%
CC(C)CC1C(C#N)=C(N)OC2=C1C(=O)CC(C)(C)C2 (centres undefined),19%
CCN(CC)c1ccc(/C=N/NC(=O)CCC(=O)Nc2ccc(F)cc2)cc1,32%
CCOc1cc(/C=N/Nc2nc(C)cc(=O)[nH]2)ccc1O,0%
CCOCCOC(=O)c1ccc(NC(=O)COc2ccc(C)cc2C)cc1,8%
O=C1NN(c2ccccc2)C(=O)/C1=C\c1ccc2c(c1)OCO2,0%
CC(=O)c1cccc(NC(=O)c2cc(I)ccc2Cl)c1,5%
CC(C)c1nccn1S(=O)(=O)c1ccc(Cl)cc1Cl,10%
CCC(=O)Nc1cccc(NC(=S)NC(=O)c2ccc(OC)cc2)c1,14%
COc1ccc(S(=O)(=O)Nc2cc(C)ccc2OC)cc1Br,0%
CCN(c1ccccc1C(=O)O)S(=O)(=O)/C=C/c1ccccc1,3%
O=C(CSc1nnnn1-c1ccc(Cl)cc1)Nc1ccc(Cl)cc1Cl,41%
O=C(c1ccc(N(Cc2ccc([N+](=O)[O-])cc2)Cc2ccc([N+](=O)[O-])cc2)cc1)C(F)(F)F,1%
CCOC(=O)C1CCCCN1Cc1cc(Br)c(OC)cc1OC (centres undefined),0%
Cc1ccc2oc(-c3cccc(NC(=S)NC(=O)c4ccccc4Cl)c3)nc2c1,17%
Cc1cccc(/C=N/NC(=O)CCc2ccccc2)c1,15%
Cc1c(Nc2nc3nonc3nc2Nc2cccc(Cl)c2)c(=O)n(-c2ccccc2)n1C,5%
O=C1NC(=O)/C(=C/c2ccccc2[N+](=O)[O-])S1,9%
COc1ccc(CCNC(=O)C2CC2)cc1OC,0%
CCN1CCN(C2CC(=O)N(c3cccc(Cl)c3)C2=O)CC1 (centres undefined),0%

16 structures out of the list, sorted by molar mass, low to high.
Molecule,RNase H inhibition
O=C1NC(=O)/C(=C/c2ccccc2[N+](=O)[O-])S1,9%
CC(C)CC1C(C#N)=C(N)OC2=C1C(=O)CC(C)(C)C2 (centres undefined),19%
CCOc1cc(/C=N/Nc2nc(C)cc(=O)[nH]2)ccc1O,0%
O=C1NN(c2ccccc2)C(=O)/C1=C\c1ccc2c(c1)OCO2,0%
CC(C)c1nccn1S(=O)(=O)c1ccc(Cl)cc1Cl,10%
CCN1CCN(C2CC(=O)N(c3cccc(Cl)c3)C2=O)CC1 (centres undefined),0%
CCN(c1ccccc1C(=O)O)S(=O)(=O)/C=C/c1ccccc1,3%
CCC(=O)Nc1cccc(NC(=S)NC(=O)c2ccc(OC)cc2)c1,14%
CCOCCOC(=O)c1ccc(NC(=O)COc2ccc(C)cc2C)cc1,8%
CCN(CC)c1ccc(/C=N/NC(=O)CCC(=O)Nc2ccc(F)cc2)cc1,32%
COc1ccc(S(=O)(=O)Nc2cc(C)ccc2OC)cc1Br,0%
CC(=O)c1cccc(NC(=O)c2cc(I)ccc2Cl)c1,5%
O=C(CSc1nnnn1-c1ccc(Cl)cc1)Nc1ccc(Cl)cc1Cl,41%
Cc1ccc2oc(-c3cccc(NC(=S)NC(=O)c4ccccc4Cl)c3)nc2c1,17%
O=C(c1ccc(N(Cc2ccc([N+](=O)[O-])cc2)Cc2ccc([N+](=O)[O-])cc2)cc1)C(F)(F)F,1%
CCOC(=O)C1=C(C)N=c2s/c(=C\c3cccc(OCc4ccc(Cl)cc4Cl)c3)c(=O)n2C1c1ccc(N(C)C)cc1 (centres undefined),9%

Continuation.
Molecule,RNase H inhibition
COc1ccc(NC(=O)c2ccc(N(C)C)cc2)cc1,41%
CCOc1cc(/C=N/N=C2/NC(=O)CS2)ccc1OCc1ccc(F)cc1,9%
c1cc2c(cc1NC1CCCCC1)OCO2,3%
O=S(=O)(Nc1ccc(Cl)cc1Cl)c1ccc(F)cc1,7%
Cc1ccc(O)c(-c2cc(-c3ccc(Cl)cc3)n[nH]2)c1,11%
COc1ccc(C(=O)N2CCN(S(C)(=O)=O)CC2)cc1OC,8%
C=CCc1ccc(OCCCCOc2ccccc2[N+](=O)[O-])c(OC)c1,29%
COC(=O)CSc1nc(NC(C)=O)nc(C)c1Br,7%
CCOC(=O)C1=C(C)N(C)C(=O)NC1c1ccccc1OC (centres undefined),11%
CCOC(=O)CSC1=C(C#N)C(c2ccccc2Cl)CC(=O)N1 (centres undefined),6%
Cc1ccc(Nc2nc(-c3ccc(-c4ccccc4)cc3)cs2)cc1Cl,10%
COC(=O)c1sccc1NC(=O)c1cccc(Cl)c1,3%
O=C(O)CCCCCN1C(=O)/C(=C/c2cccc(F)c2)SC1=S,0%
Cc1cc(C)c(S(=O)(=O)N2CCOCC2)c(C)c1[N+](=O)[O-],2%
O=C(Nc1ccc(Cl)c(-c2nc3ccccc3[nH]2)c1)c1ccc(I)o1,19%
O=C1CC(N2CCN(c3ccccc3)CC2)C(=O)N1c1ccc(I)cc1 (centres undefined),0%
O=C(C[n+]1ccc(C(=O)N/N=C/c2ccc(O)cc2)cc1)c1ccccc1,12%
CCOC(=O)/C(C#N)=N/Nc1ccc(NC(=O)c2ccc(N/N=C(\C#N)C(=O)OCC)cc2)cc1,7%
O=S(=O)(N/N=C/c1ccccc1)c1cc(Cl)c(Cl)cc1Cl,6%
CCc1ccccc1N/C=C(\C#N)c1nc(-c2ccc(-c3ccccc3)cc2)cs1,7%

Molecule,RNase H inhibition
Cc1ccc(OCCOCCOc2ccccc2/C=C2\SC(N)=NC2=O)cc1,13%
O=C(CCc1ccccc1)NC1CCCCC1,14%
O=S(=O)(Nc1cc(Cl)ccc1Cl)c1ccc(F)cc1,0%
CCC(C)c1ccc(O)c(NC(=S)NC(=O)c2cccc(Br)c2)c1 (centres undefined),22%
COc1ccc(C2/C(=C(\O)c3ccc(Cl)cc3)C(=O)C(=O)N2c2nccs2)cc1 (centres undefined),6%
COc1cc(C2Nc3ccc4ccccc4c3C3=C2C(=O)CC(C)(C)C3)ccc1OCC(=O)O (centres undefined),0%
c1ccc(-c2cc(-c3ccncc3)nc3ccc4ccccc4c23)cc1,28%
COc1ccc(S(=O)(=O)N2CCN(Cc3cccc(Cl)c3)CC2)cc1,0%
CCOc1ccccc1NC(=O)CN(c1ccccc1OC)S(=O)(=O)c1ccccc1,11%
CCOc1ccc(N2C(=O)/C(=C/c3ccc(Cl)cc3)C(=O)NC2=S)cc1,18%
Cc1ccc(S(=O)(=O)N2CCCCCC2)cc1,0%
O=C1C2C3C=CC(C3)C2C(=O)N1c1ccc(-c2nc3ccc(N4C(=O)C5C6C=CC(C6)C5C4=O)cc3[nH]2)cc1 (centres undefined),11%
Cc1ccc(Nc2nc(-c3ccc([N+](=O)[O-])cc3)cs2)cc1C,21%
C/C(=N\NC(=O)c1cc(C)[nH]n1)c1ccccc1O,7%
CC1=C(C(=O)Nc2cccc(Cl)c2)C(c2ccc(F)cc2)NC(=O)N1 (centres undefined),6%
COc1cc(C(=O)Nc2ccc(C(N)=O)cc2)cc(OC)c1OC,0%
COc1ccc(-n2c(NNC(C)=O)nc3sc4c(c3c2=O)CCCC4)cc1,4%
Cc1cc(C)c[n+](CC(=O)c2ccccc2)c1,0%
COC(=O)c1ccc(C2C(C(=O)OCCc3ccccc3)=C(C)NC3=C2C(=O)CCC3)cc1 (centres undefined),18%
CCCn1c(/C=C(/OC(=O)c2ccccc2)c2ccccc2)nc2ccccc21,13%

These rows are one share of the data; the hit share may differ from the screen's.
